# Source: PubChem BioAssay (NMMLSC)
# QS inhibitor = S. aureus quorum sensing inhibition | inhibition, % at 2 µM | S. aureus RN6390 RNAIII-GFP reporter, AIP-induced, flow cytometry 3 h | AID 527 | 0.3% of 24,000 active;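 active means share of bacteria positive for the green fluorescent reporter and its mean brightness both inhibited by 50% or more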;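 further: 0% = AIP-stimulated control and 100% = unstimulated bacteria without AIP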
# QS inhibitor GFP MFI % = second read-out of QS inhibitor, no call of its own (marks repeat the call); inhibition, %; measured here: inhibition of GFP MFI
# * = called active by the depositor. Some of the compounds tested; rates above refer to the full screens.
# The first four compounds, to show the layout:
SMILES,QS inhibitor,QS inhibitor GFP MFI %
O=C(Nc1ccccc1)N1CCn2c(nc3ccccc32)C1,1,26
C#CCn1cnc2c(cnn2-c2ccc(C)c(C)c2)c1=O,0,6
C=CC(O)(C#CCN(CC)CC)c1ccccc1 (stereo unspecified),-1,1
Cc1c(Cc2ccccc2)sc(N)c1C(N)=O,-1,4

# The listing, repeating the preview:
SMILES,QS inhibitor,QS inhibitor GFP MFI %
O=C(Nc1ccccc1)N1CCn2c(nc3ccccc32)C1,1,26
C#CCn1cnc2c(cnn2-c2ccc(C)c(C)c2)c1=O,0,6
C=CC(O)(C#CCN(CC)CC)c1ccccc1 (stereo unspecified),-1,1
Cc1c(Cc2ccccc2)sc(N)c1C(N)=O,-1,4
Cc1cc(N2CCOCC2)nc2cc(O)ccc12,0,0
Cc1c(Cl)cccc1NC(=O)Cn1cccc1,-1,10
CCCc1cc(C(=O)NCc2ccccc2)no1,0,1
O=C1Nc2cc(C(=O)N3CCOCC3)ccc2SC1N1CCOCC1 (stereo unspecified),-4,-9
O=c1n(CCCN2CCN(c3cccc(Cl)c3)CC2)nc2ccccn12,2,4
Cc1nc2c(C(=O)NCc3ccco3)cnn2c(C)c1Cc1ccc(F)cc1Cl,12,33
CSCCC(C(=O)Nc1ccc2c(c1)OCO2)N1C(=O)c2ccccc2C1=O (stereo unspecified),-3,1
CCN1CCN(CCCNC(=O)c2ccc3c(c2)NC(=O)c2ccccc2S3)CC1,29,60
CC(=O)N1CCc2cc(S(=O)(=O)N3CCc4ccccc4C3)ccc21,-1,0
Cc1cc(C(=O)N2CC(C)CC(C)C2)n(-c2ccccc2)n1 (stereo unspecified),-4,-23
COC(=O)c1cc2ccsc2n1CC(=O)Nc1cc(Cl)ccc1OC,5,28
CCC(=O)n1nc(-c2ccco2)nc1N,-1,2
CCCCN(C)CCNC(=O)Cn1ncc2c(=O)oc3ccc(C)cc3c21,-4,-8
COc1cccc(Nc2ncc(C(=O)O)c3ccccc23)c1,-1,-1
Cc1nc2ccccc2n1CC(O)Cn1c(C(F)(F)F)nc2ccccc21 (stereo unspecified),13,35
CCOCCn1c(CN(Cc2ccccc2)Cc2ccccc2)nc2c1c(=O)[nH]c(=O)n2C,0,3
CC(C)CN(CC(C)C)C(=O)CS(=O)(=O)Cc1ccccc1,-2,-14
CCCNC(=O)NC1C(NC(=O)NCCC)N(C)C(=O)N1C (stereo unspecified),0,9
CC(C(=O)Nc1ccccn1)N1C(=O)C2C3C=CC(C3)C2C1=O (stereo unspecified),1,2
CCCCCn1c(CNC(=O)COC)nc2ccccc21,0,5
CCOCCCNC(=O)c1cn(C)c(=O)c2cc(OC)c(OC)cc12,-2,-26
Cc1cccc(N2CCN(C(=O)C3CCCN(S(=O)(=O)c4cccc5cccnc45)C3)CC2)c1C (stereo unspecified),1,16
Cc1cc(NC(=O)Cn2cnc3c2c(=O)n(C)c(=O)n3C)n(-c2ccccc2)n1,0,14
O=C(NCCCN1CCN(c2ccccc2F)CC1)C1CCC(=O)N1C1CCCCC1 (stereo unspecified),7,31
CCOc1ccccc1NS(=O)(=O)c1ccc(OC)c(OC)c1,0,6
CCOC(=O)NCCc1c(C)nc2c(c(C)nn2C(C)(C)C)c1C,5,-2
COC(=O)c1cc2sccc2n1CC(=O)Nc1cc(OC)cc(OC)c1,-3,-8
O=C(NCC1CCCO1)C(=O)NCC(c1ccco1)N1CCN(c2ccc(F)cc2)CC1 (stereo unspecified),0,-10
CCOCCCNC(=O)C1CCC(=O)N1CCc1ccccc1 (stereo unspecified),-3,-7
Cc1ccc(C)c(-c2nc3ccc(N)cc3[nH]2)c1,0,7
COc1cc(NC(=O)c2cc(CC(C)C)on2)c(OC)cc1Cl,13,48
O=C(CSc1nnnn1C1CCCC1)NCc1ccc2c(c1)OCO2,2,20
CCOc1ccc(Oc2nc(NCC(C)C)nc(OC)n2)nn1,-1,-2
Cc1cc(NC(=O)c2noc3c2CCCCC3)nn1Cc1ccc(Cl)cc1,-3,4
CCOC(=O)c1sc2nc(NC(=O)C(C)(C)C)sc2c1C,-1,1
Cc1cccc(C2N(c3ccc(F)cc3)C(=O)C3CCCN32)c1 (stereo unspecified),-4,-1
CCn1c(N2CCC(C)CC2)nc2c1c(=O)n(C)c(=O)n2C,0,6
O=C(c1cccc(C(=O)N2CCN(c3ccccc3)CC2)c1)N1CCN(c2ccccc2)CC1,2,16
C1=CC2CC1CC2CN1CCN(c2ccccc2)CC1 (stereo unspecified),0,3
CCOC(=O)c1cc(-c2ccco2)nc2c1c(C)nn2CCC#N,1,9
Cc1nc2sc(C(c3cccc(F)c3)N3CCCC(C)C3)c(O)n2n1 (stereo unspecified),-1,8
CCS(=O)(=O)N1CCC(C(=O)NCc2cccc(OC)c2)CC1,-1,-18
COC(=O)c1cc(Br)ccc1-c1ccc(/C=N/n2nnnc2N)o1,1,2
COc1ccccc1-c1cc(C(F)(F)F)nc(N2CCN(c3ccccc3)CC2)n1,7,23
CCOC(=O)c1c(NC(=O)OC)sc2c1CCC2,0,3
COc1cc(NC(=O)c2onc(C)c2Cl)c(OC)cc1Cl,9,16
COC(=O)c1cc(=O)n(Cc2ccc3c(c2)OCO3)c(=Nc2ccccc2)s1,9,22
Cn1nc(C(=O)N2CCOCC2)c2ccccc2c1=O,0,0
CCOC(=O)CSc1nnc(Cn2nnc(-c3ccccc3)n2)n1CC,2,10
COc1cc(C2NC(=O)NC(O)(C(F)(F)F)C2C(C)=O)cc(OC)c1OC (stereo unspecified),-2,0
COc1ccc(OC)c(C(C)NC=O)c1 (stereo unspecified),0,-1
Cc1nnc(SCC(=O)Nc2ccc(Oc3ccccc3)cc2)n1N,-1,-3
O=C(Nc1ccccc1C(F)(F)F)c1cc(-c2ccccc2O)on1,1,0
CCn1cc(C(=O)NCc2ccco2)c(=O)c2cc(S(=O)(=O)N3CCc4ccccc4C3)ccc21,3,25
CCN(CC)CCCC1(CN)OCCc2ccccc21 (stereo unspecified),0,-6
CC(=O)c1ccc(N2CCN(C(=O)C3(S(=O)(=O)c4ccc(Cl)cc4)CC3)CC2)cc1,1,-12

# An excerpt taken from the entries so far, as a working copy:
SMILES,QS inhibitor,QS inhibitor GFP MFI %
CCn1c(N2CCC(C)CC2)nc2c1c(=O)n(C)c(=O)n2C,0,6
O=C(c1cccc(C(=O)N2CCN(c3ccccc3)CC2)c1)N1CCN(c2ccccc2)CC1,2,16
C1=CC2CC1CC2CN1CCN(c2ccccc2)CC1 (stereo unspecified),0,3
CCOC(=O)c1cc(-c2ccco2)nc2c1c(C)nn2CCC#N,1,9
Cc1nc2sc(C(c3cccc(F)c3)N3CCCC(C)C3)c(O)n2n1 (stereo unspecified),-1,8
CCS(=O)(=O)N1CCC(C(=O)NCc2cccc(OC)c2)CC1,-1,-18

# (next part)
SMILES,QS inhibitor,QS inhibitor GFP MFI %
COCCN1Cc2cccc(C(=O)Nc3cccc(C)c3C)c2C1=O,-1,0
CCCCN1CC(C(=O)NC2CCCCC2)CC1=O (stereo unspecified),1,4
CCOC(=O)CNC(=O)C(NC(=O)C1CCC(C)CC1)C(C)CC (stereo unspecified),2,1
CCOC(=O)c1c(NC(=O)CSc2nnc(CNC(=O)c3ccco3)n2C)sc2c1CCC2,-2,-16
CCn1cc(C(=O)N2CCN(C3CCCCC3)CC2)c2cc(OC)c(OC)cc2c1=O,-1,-17
COc1cccc(-c2cc(C(=O)N3CCCc4ccccc43)no2)c1,-1,-2
O=S(=O)(c1ccccc1)N(Cc1nc(-c2ccccc2)no1)C1CCCCC1,1,-29
COc1ccccc1-c1cc(N)n(S(=O)(=O)c2ccc(F)c(C)c2)n1,0,-22
Cn1c(=O)cc(OCCCC(=O)N2CCN(Cc3ccc4c(c3)OCO4)CC2)c2ccccc21,-1,-17
Cc1ccc(-n2nnnc2SCC(=O)c2cc(C)n(-c3cc(C)on3)c2C)cc1,2,10
Nc1ccc(S(=O)(=O)c2cccc(N)c2)cc1,-2,-8
COC(=O)c1[nH]c2cccc(C)c2c1NC(=O)CN1CCCc2ccccc21,-3,-6
CCOc1ccc(NC(=O)CN2C(=O)COc3ccc(Cl)cc32)cc1,19,26
COc1ccc2nc3oc(C(=O)N4CCC(C(N)=O)CC4)cc3cc2c1,-1,-20
COc1ccc(-c2cc(C(=O)N3CC4(C)CC3CC(C)(C)C4)no2)cc1 (stereo unspecified),3,14
CN(C)c1ccc(C2N(c3cccc(Cl)c3)C(=O)C3CCCN32)cc1 (stereo unspecified),-5,-6
CCS(=O)(=O)N1CCCC(C(=O)NCc2ccccc2Cl)C1 (stereo unspecified),0,-3
Cc1c(NS(=O)(=O)c2ccc3c(c2)n(C)c(=O)n3C)c(=O)n(-c2ccccc2)n1C,0,-10
COc1cc(OC)cc(C(=O)NCc2n[nH]c(=S)n2-c2ccccc2OC)c1,-1,14
CCOC(=O)c1oc2ccccc2c1CSc1nnnn1-c1ccc(OC)cc1,-2,-12
COc1ccc(NS(=O)(=O)c2coc(C(N)=O)c2)cc1Cl,-4,-52
CC(=O)N1C(C(=O)O)CSC1c1cccc(C)c1 (stereo unspecified),1,5
Cc1ccc(-c2nc(CS(=O)(=O)CC(=O)NCCCN3CCN(C)CC3)c(C)o2)cc1,0,8
CCC(=O)NC(C)c1nc2ccccc2n1C (stereo unspecified),0,17
COCCCn1c(=S)[nH]c2ccc(N3CCOCC3)cc2c1=O,-4,-20
COc1cc(C(=O)NCc2cn3ccsc3n2)cc(OC)c1OC,4,10
CCCCN(C)C(=O)C(Cc1ccccc1)NS(=O)(=O)c1ccc2c(c1)CCC(=O)N2 (stereo unspecified),-8,-15
CCOC(=O)CCn1nnc(N)n1,-2,-10
CC(CCc1ccccc1)NC(=O)C1CCN(c2nnc(-n3cccc3)s2)CC1 (stereo unspecified),-3,-6
O=C(CSc1nnc(-c2cccs2)o1)N1CCCCC1,-3,2
COc1cccc(C2=NOC(C(=O)Nc3ccc(OC)c(OC)c3)C2)c1 (stereo unspecified),5,15
N#C/C(=C\c1ccc(O)c(O)c1)C(=O)NCCCc1ccccc1,1,9
O=C(CN1C(=O)CSc2ncccc21)NCCN1CCOCC1,-3,-3
CCOc1ccc(-n2c(=O)c3c(C)c(C)sc3n(CC(=O)NCc3ccco3)c2=O)cc1,5,10
O=C(Nc1ccc(N2CCOCC2)cc1)C1CC1,1,0
O=C1C2CCCN2C(c2ccc(Br)cc2)N1c1ccc(F)cc1 (stereo unspecified),-2,-8
COc1ccc(/C(O)=C2/C(=O)C(=O)N(Cc3cccnc3)C2c2ccncc2)cc1F (stereo unspecified),0,3
Cc1ccccc1-c1nc(CS(=O)(=O)CC(=O)Nc2cc(F)ccc2F)c(C)o1,2,31
Cc1nn(C)c(C)c1S(=O)(=O)Nc1ccc2c(c1)OCO2,5,7
CCn1c(NC(=O)c2cccc(Cn3cc(Cl)cn3)c2)nc2ccccc21,0,3
Cc1ccc(CNC(=O)CN2C(=O)COc3ccc(C)cc32)cc1,1,13
CCOC(=O)CC(=O)CSc1nc(-c2cccnc2)ccc1C#N,-1,0
CCOC(=O)c1c(CN2CCN(c3ccccc3)CC2)oc2ccc(O)cc12,-3,-8
Cc1nc2ccc(NC(=O)N3CCC(c4ccccc4)C3)cc2nc1C (stereo unspecified),0,16
O=C(CCCCCn1c(SCc2ccncc2)nc2ccccc2c1=O)NCc1ccco1,2,20
O=C(CSc1nc(O)cc(=O)[nH]1)Nc1ccc2c(c1)CCC2,-6,-6
Cc1cc(C(=O)NCCN2CCCCC2C)n(-c2ccccc2)n1 (stereo unspecified),-3,-8
CSCCC(NS(=O)(=O)c1ccc2c(c1)oc(=O)n2C)C(=O)NC1CCC(C)CC1 (stereo unspecified),4,23
CCCCNC(=O)CC1C(=O)N(Cc2ccccc2)C(C)c2nc3ccccc3n21 (stereo unspecified),-1,-33
CCOC(=O)c1sc(NC(=O)CSc2nc3c(cc2C#N)CCC3)c(C#N)c1C,-14,-47
CCN(CC)C(=O)CSc1nc2cc3c(cc2c(=O)n1Cc1ccc2c(c1)OCO2)OCO3,9,33
Nc1nc2ccccc2n1/N=C/c1ccc(Br)cc1,0,12
COc1ccc(C(=O)Nc2cc(-c3nn4c(C)nnc4s3)ccc2C)cc1,0,-2
COc1cc(OC)cc(C(=O)NCCN2CCOCC2)c1,-7,-22
Cc1cccn2c(=O)c(/C=N/O)c(N3CCCCC3)nc12,-2,-1
Cc1ccc(Cn2c(=N)c(C(=O)NCc3ccco3)cc3c(=O)n4ccccc4nc32)cc1,6,19
Cc1ccc(NC(=O)COC(=O)c2ccn(C)n2)cc1,-1,1
O=C(OCCn1cncn1)c1cc2ccccc2oc1=O,2,18
CCCCn1c(SCC(=O)NCc2ccccc2)nc2ccc(N3CCOCC3)cc2c1=O,-3,-6
COc1ccc(-c2noc(CCN3C(=O)c4ccccc4C3=O)n2)cc1OC,0,9

# Entries from the list above that contain a CF3 group (four):
SMILES,QS inhibitor,QS inhibitor GFP MFI %
Cc1nc2ccccc2n1CC(O)Cn1c(C(F)(F)F)nc2ccccc21 (stereo unspecified),13,35
COc1ccccc1-c1cc(C(F)(F)F)nc(N2CCN(c3ccccc3)CC2)n1,7,23
COc1cc(C2NC(=O)NC(O)(C(F)(F)F)C2C(C)=O)cc(OC)c1OC (stereo unspecified),-2,0
O=C(Nc1ccccc1C(F)(F)F)c1cc(-c2ccccc2O)on1,1,0

# Next section.
SMILES,QS inhibitor,QS inhibitor GFP MFI %
CCc1ccccc1N1CC23C=CC(O2)C(C(=O)OC)C3C1=O (stereo unspecified),-4,-8
O=S(=O)(c1ccccc1)n1nc(-c2ccccc2)nc1NCc1ccco1,-1,3
Cc1ccc(NC(=O)CSc2nnc(-c3ccc(S(=O)(=O)N4CCOCC4)cc3)n2C)cc1,-1,10
O=C(OCCNC(=O)c1cc2ccccc2oc1=O)c1cccnc1,2,8
COc1ccc(CCNC(=O)c2nnn(CC(=O)Nc3ccccc3C)c2N)cc1OC,2,8
CC1(c2ccc(Cl)cc2)NC(=O)N(CC(=O)NC(=O)NCc2ccco2)C1=O (stereo unspecified),-1,28
CCOC(=O)N1CCC(NC(=O)CSc2cc(=O)n(C)c3ccccc23)CC1,-6,-19
Cc1ccc(-n2nc3c(c2NC(=O)c2ccc(Br)o2)CSC3)c(C)c1,-1,6
CCn1c(SCc2nc(-c3cccs3)no2)nnc1-c1c[nH]c2ccccc12,0,5
